mcGAS MS inh = inhibitors of Mus musculus cyclic GMP-AMP synthase, initial high-throughput assay, cell-free, RapidFire MS. AID 1259397, 2018. recombinant mouse cGAS, cGAMP by RapidFire MS. actives 0.18% (n = 130,000). Q8C6L5. inhibition, % at 12.5 µM;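 active = inhibition of cGAS enzyme activity at or above 60%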;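 note: enzyme stimulated by 45 bp dsDNA with ATP and GTP substrates; cGAMP share of summed cGAMP plus half ATP and half GTP signals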
Target sequence (Q8C6L5 whole entry, looked up): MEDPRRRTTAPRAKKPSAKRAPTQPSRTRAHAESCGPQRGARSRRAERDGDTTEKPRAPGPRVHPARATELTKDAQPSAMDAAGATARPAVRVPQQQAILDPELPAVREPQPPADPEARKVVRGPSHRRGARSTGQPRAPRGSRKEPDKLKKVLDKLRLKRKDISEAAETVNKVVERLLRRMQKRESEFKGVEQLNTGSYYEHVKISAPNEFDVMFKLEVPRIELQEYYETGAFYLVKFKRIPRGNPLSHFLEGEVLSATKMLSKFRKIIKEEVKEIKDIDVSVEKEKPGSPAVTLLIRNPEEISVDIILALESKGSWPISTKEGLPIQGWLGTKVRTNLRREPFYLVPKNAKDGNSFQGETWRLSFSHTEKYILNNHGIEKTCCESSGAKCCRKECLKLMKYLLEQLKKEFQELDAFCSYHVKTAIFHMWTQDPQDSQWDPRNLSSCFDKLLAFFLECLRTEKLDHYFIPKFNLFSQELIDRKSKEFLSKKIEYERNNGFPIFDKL
Numbers without * were called inactive; & = joins results of further samples. A portion of the library. The share of hits here may be higher or lower than overall.

CC(C)N(C)Cc1ccccc1CNC(=O)c1ncncc1Cl was read as mcGAS MS inh -9.6.
`CCn1c(C)c(C)n2c3c(=O)n(CCN4CCCCC4)c(=O)n(C)c3nc12` gave mcGAS MS inh -10.9.
Screening NC1(C(=O)O)CCN(Cc2ccccc2O)C1 (stereo unspecified) returned mcGAS MS inh 11.7.
`C=CCn1cc(CN[C@H](C)c2cccc(OC)c2)c(C)n1` gave mcGAS MS inh -16.0.
Nc1ccc(N2CCCCC2)cc1 was read as mcGAS MS inh -6.2.
Cc1ncc(CN2CCCC2C(=O)Nc2cccc(-n3cccn3)c2)[nH]1 (stereo unspecified) was read as mcGAS MS inh -7.0.
`O=C(Nc1ncn[nH]1)c1csc(-c2cccc(C(F)(F)F)c2)n1` gave mcGAS MS inh -17.7.
CC(C)CN(Cc1ccco1)C(=O)c1cn(CC2CCCNC2)nn1 (stereo unspecified) was read as mcGAS MS inh -13.5.
Screening O=C(CCN1CCN(c2ccc(Cl)cn2)CC1)NCc1ccco1 returned mcGAS MS inh -6.4.
`O=C(c1ccc(Br)cc1)C(CSc1ccc(Cl)cc1)n1cncn1` (stereo unspecified) gave mcGAS MS inh -1.3.
`CCCCN(CC)C(=O)c1cn[nH]c1-c1ccccc1` gave mcGAS MS inh 2.5.
`CC(=O)Nc1ccc(NC(=O)CSc2ncc(CO)n2CC(=O)NC2CC2)cc1` gave mcGAS MS inh -2.9.
`COc1cc(CN(C(=O)C(C)Cc2ccccc2F)C2CC2)ccc1O` (stereo unspecified) gave mcGAS MS inh -9.6.
For Cc1nc(CN2C(=O)C(C)ON=C2c2cccc(Cl)c2)cs1 (stereo unspecified) the results were mcGAS MS inh -6.2.
Screening COc1cccc(CNC(=O)CCC2CCCN(C(=O)c3sc(C)nc3C)C2)c1 (stereo unspecified) returned mcGAS MS inh -12.9&-1.9.
Screening COc1ccc(C)cc1NC(=O)CN1CCCC1CN(C)c1ccccc1 (stereo unspecified) returned mcGAS MS inh -1.1.
Screening COc1cccc(-c2nc(-c3ccc(NC(=O)c4ccc(Br)o4)cc3)no2)c1 returned mcGAS MS inh -5.3.
For NC(=O)c1ccc(Cl)c(NS(=O)(=O)c2cccc(OC(F)(F)F)c2)c1 the results were mcGAS MS inh -2.0.
Cc1c(C(=O)N2CCN(c3ccccc3)CC2)sc2nc(CN3CCCCC3)[nH]c(=O)c12 was read as mcGAS MS inh 2.9.
Screening CS(=O)(=O)N1CCC(Oc2ccc(C(=O)N3CCN(CCO)CC3)cc2Cl)CC1 returned mcGAS MS inh -9.3.
Screening COc1ccc(N2C(=O)CSC2c2ccc(Br)cc2)cc1Cl (stereo unspecified) returned mcGAS MS inh -8.8.
`N#CC1(NC(=O)c2ccc(-c3n[nH]c(C4CC4)n3)cc2)CCSC1` (stereo unspecified) gave mcGAS MS inh 5.9.
`O=C(CN1CCSC1=O)N1CCN(S(=O)(=O)c2cccc(F)c2)CC1` gave mcGAS MS inh -6.7.
COC(=O)c1ccc(N=C2SC(C(=O)Nc3ccc(C)c(Cl)c3)CC(=O)N2C)cc1 (stereo unspecified) was read as mcGAS MS inh -6.0.
For CC(c1ccc(F)c(Cl)c1)N1CCN(S(N)(=O)=O)CC1 (stereo unspecified) the results were mcGAS MS inh -13.0.
Screening Cc1cccc(C)c1NC(=O)CN1C(=O)NC2(CCSc3ccc(F)cc32)C1=O (stereo unspecified) returned mcGAS MS inh -3.7.
Screening Cc1ccc(S(=O)(=O)NCC(C)c2ccccc2)cc1C (stereo unspecified) returned mcGAS MS inh -3.8.
`O=C(OC1CCOC1)C1(c2ccc(Cl)cc2)CC1` (stereo unspecified) gave mcGAS MS inh -4.0.
`CCOc1ccc(-c2csc3c(=O)[nH]c(N4CCN(C5CCCCC5)CC4)nc23)cc1OCC` gave mcGAS MS inh -6.5.
`NC(c1ccccc1)c1nn[nH]n1` (stereo unspecified) gave mcGAS MS inh -10.1.
Screening CCC(C)Cc1c(C)sc2nc(C3CC3)[nH]c(=O)c12 (stereo unspecified) returned mcGAS MS inh -15.6.
Screening O=C(NC1CCN(c2ncccn2)CC1)C1CC2CCC1C2 (stereo unspecified) returned mcGAS MS inh -11.5.
For COc1nn(C)cc1C(=O)O the results were mcGAS MS inh 6.8.
`Cc1c(C(=O)Nc2ccc(N(C)C)nc2)sc2cccc(F)c12` gave mcGAS MS inh 4.4.
Cc1cc(CN(C)c2ncnc3ccsc23)no1 was read as mcGAS MS inh 16.3.
`CSc1ccc(CN2CCC2(C)C(=O)Nc2cccc(Br)c2C)cc1` (stereo unspecified) gave mcGAS MS inh -4.5.
CCc1nsc(N2CCCN(C(=O)NCC3CC3)CC2)n1 was read as mcGAS MS inh -3.7.
Screening OCCCc1nc2ccccc2n1CC1CCCCC1 returned mcGAS MS inh -0.8.
For O=C(NCC1CC1)N1Cc2ccccc2C(c2ccccc2)C1 (stereo unspecified) the results were mcGAS MS inh -15.1.
`O=C1OCCC1Sc1nnc(-c2c[nH]c3ccccc23)o1` (stereo unspecified) gave mcGAS MS inh 5.3.
`CN(Cc1ccccc1)Cn1nc(Nc2ccccc2F)sc1=S` gave mcGAS MS inh 11.9.
`Cc1cccnc1CC(C)NC(=O)c1ccc(NC(=O)c2ccoc2C)cc1` (stereo unspecified) gave mcGAS MS inh -24.8.
CC1(C)CCc2c(ccc3c2OC(C)(C)CC3)O1 was read as mcGAS MS inh -3.0.
For CC(C)(C)c1cc2n(n1)CC(=O)N2 the results were mcGAS MS inh 0.4.
O=C1c2ccccc2C(=O)N1CCCCN(C(=O)C12CC3CC(CC(C3)C1)C2)c1ccc(Cl)cc1 was read as mcGAS MS inh 1.2.
`Cc1cc(C)cc(CC(=O)N2CCC2(C)C(=O)NS(=O)(=O)c2ccc(Br)cc2)c1` (stereo unspecified) gave mcGAS MS inh -4.2.
For CCc1ccc(CN(C)CC(=O)Nc2cc(S(C)(=O)=O)ccc2F)cc1 the results were mcGAS MS inh 1.3.
For CCN1CC(=O)N(CC)C1=S the results were mcGAS MS inh 16.6.
CC(C)C(c1ccccc1Cl)N(C)C(=O)c1cc(C(N)=O)c[nH]1 (stereo unspecified) was read as mcGAS MS inh -6.4.
Screening O=C(NCc1cccc2ccccc12)NCC1CN(c2ccccc2)C(=O)O1 (stereo unspecified) returned mcGAS MS inh -22.9.
`c1ccc(OCc2noc(-c3ccc(N4CCCCO4)nc3)n2)cc1` gave mcGAS MS inh -10.1.
For Cc1ccc2c(Cl)cc(Cl)c(O)c2n1 the results were mcGAS MS inh -7.8.
O=C(CC1CSc2nccc(=O)n21)NC(c1ccccc1)c1ccccc1 (stereo unspecified) was read as mcGAS MS inh -6.4.
Screening CC(=O)N1N=C(c2cccs2)OC1C(=O)Nc1cccc(C(N)=O)c1 (stereo unspecified) returned mcGAS MS inh 2.9.
CC(C)c1ccccc1OCC(=O)Nc1ccc(C(=O)NC2CC2)cc1 was read as mcGAS MS inh 2.4.
CCOC(=O)C(CNC(=O)c1c(CC)noc1C)Cc1ccccc1 (stereo unspecified) was read as mcGAS MS inh 7.2.
Screening CCCCSc1nc2c(c(=O)n1-c1ccc(OCC)cc1)SCC2 returned mcGAS MS inh -2.7.
C=CCCS(=O)(=O)N(C)Cc1cccc(Cl)c1 was read as mcGAS MS inh -10.7.
Screening O=C(CCc1cc(Cl)cs1)NCCNC(=O)c1ccccc1 returned mcGAS MS inh -2.7.
For COc1ccc(-n2c(-c3ccccc3)cn(-c3ccccc3)c2=O)cc1 the results were mcGAS MS inh -5.8.
COc1ccccc1Cn1ccc2nc3ccn(-c4ccncc4)c(=O)c3cc2c1=O was read as mcGAS MS inh -26.6.
`Cn1c(=O)c2c(ncn2CCCC(=O)Nc2ccnn2Cc2cccs2)n(C)c1=O` gave mcGAS MS inh -9.7.
For COc1ccc(C)c(NS(=O)(=O)c2ccc(N3C(=O)C(C)CS3(=O)=O)cc2)c1 (stereo unspecified) the results were mcGAS MS inh -6.2.
`O=C(CN1CCN(c2ccccc2)CC1)NCC1CCCCC1` gave mcGAS MS inh -10.5.
For CCC(=O)Nc1c(-c2cccc(OC)c2)c(=O)c2ccccc2n1C the results were mcGAS MS inh -6.7.
Screening CCCCCOc1ccc(C(=O)Nc2ccccc2OC)cc1OCCCCC returned mcGAS MS inh -2.8.
`CN1C[C@@H]2CC[C@H](CC1=O)N2C(=O)c1cc2ccccc2[nH]c1=O` gave mcGAS MS inh -9.4.
Screening Cc1cc(C(=O)CSc2nnnn2C(C)C)c(C)n1C1CC1 returned mcGAS MS inh -0.8.
For CCc1nc(CN2CCC(CCC(=O)N(C)Cc3ccccc3)CC2)c(C)[nH]1 the results were mcGAS MS inh -1.4.
Screening COc1ccc(NC(=O)NCCn2nc(-c3cccnc3)ccc2=O)cc1OC returned mcGAS MS inh -6.2.
Screening O=C(c1nn2cccnc2c1Cl)N(Cc1ccccc1)c1ccccc1 returned mcGAS MS inh -42.7.
`COc1ccc(N2CCN(c3cncc(C)n3)CC2)cc1` gave mcGAS MS inh -9.3.
COC(=O)C1C(=O)c2c([nH]c(C(=O)OC3CCCCCCC3)c2C)CC1C (stereo unspecified) was read as mcGAS MS inh -9.7.
COCc1[nH]n2c(=O)cc(Cc3ccccc3)nc2c1-c1ccccc1 was read as mcGAS MS inh 6.5.
CC1C2=C(CC(C)(C)CC2=O)N=C(SCC(N)=O)C1C#N (stereo unspecified) was read as mcGAS MS inh -1.6.
For Cc1ccc(C=Nn2cnc3sc4c(c3c2=O)CCCC4)o1 the results were mcGAS MS inh -10.2.
For O=c1c[n+]([O-])c2ccccc2n1OCc1ccccn1 the results were mcGAS MS inh -4.8.
Screening COc1cccc(NC(=O)C2CCCCC2C(=O)N2CCc3c([nH]c4ccccc34)C2)c1 (stereo unspecified) returned mcGAS MS inh -3.8.
For O=C(CSc1nc2sccc2c(=O)[nH]1)Nc1ccc2c(c1)CCC2 the results were mcGAS MS inh -5.8.
`Cc1ccc(-n2cnnn2)cc1NCC(=O)Nc1ccc(F)c(F)c1` gave mcGAS MS inh -8.7.

Reprinted at random: two entries already listed, in no set order.
C=CCCS(=O)(=O)N(C)Cc1cccc(Cl)c1 was read as mcGAS MS inh -10.7.
Screening OCCCc1nc2ccccc2n1CC1CCCCC1 returned mcGAS MS inh -0.8.

Remaining list, next part
CCN(C(=O)c1cccn(Cc2ccccc2F)c1=O)c1ccccc1 was read as mcGAS MS inh -4.6.
For CCCNC(=O)CCC1NC(=O)N(CC2(c3ccc(OC)cc3)CCOCC2)C1=O (stereo unspecified) the results were mcGAS MS inh -4.8.
`CN(C)CCCSC(=N)N` gave mcGAS MS inh -7.7.
Screening O=S(=O)(N1CCCC1)N1CCN(c2cccc(Cl)n2)CC1 returned mcGAS MS inh 8.1.
Cc1nc(C)c(C(=O)NC(C)c2cnn(-c3ccccc3C)c2C)s1 (stereo unspecified) was read as mcGAS MS inh -5.4.
CCOC(=O)CC1COCCN1Cc1nc(-c2ccc(C(=O)OC)cc2)oc1C (stereo unspecified) was read as mcGAS MS inh -0.2.
`O=C1CCC(C(=O)N2CCC3(CCCN(CCCc4ccccc4)C3)C2)=NN1` (stereo unspecified) gave mcGAS MS inh -2.4.
Screening CC(C)=CCC/C(C)=C/CCC(C)NCCN1CCNCC1 (stereo unspecified) returned mcGAS MS inh -7.8.
`CCCn1c(S(=O)(=O)Cc2ccc(C(C)(C)C)cc2)n[nH]c1=O` gave mcGAS MS inh -8.9.
`COC(=O)c1cc(CN(C)Cc2cccc3ncccc23)cs1` gave mcGAS MS inh -10.4.
Nc1nc2c(ncn2S(=O)(=O)c2ccc(Cl)cc2)c(=O)[nH]1 was read as mcGAS MS inh -5.5.
`CC(C)(C)OC(=O)CN1C(=O)C(Sc2n[nH]c(-c3ccncc3)n2)CCc2ccccc21` (stereo unspecified) gave mcGAS MS inh -0.1.
`Cc1cc(C=C(C#N)c2nc(-c3cccs3)cs2)c(C)n1C1CC1` gave mcGAS MS inh -8.1.
Screening COCc1ccccc1NC(=O)c1ccc(=O)n(-c2ccccc2)n1 returned mcGAS MS inh 1.7.
Screening CC(C)N=c1scc(-c2ccc(F)cc2)n1N=Cc1cc2c(cc1[N+](=O)[O-])OCO2 returned mcGAS MS inh -6.4.
Cc1ccc(Sc2c(C)nn(S(=O)(=O)c3cccs3)c2C)cc1 was read as mcGAS MS inh -1.2.
`O=C(O)c1oc2ccc(Cl)cc2c1-n1cccc1` gave mcGAS MS inh 30.3.
`COC(=O)CSc1ncnc2c1nnn2C` gave mcGAS MS inh -5.5.
For COc1ccc(C(=O)C2CCCN(c3cc(C(C)C)ncn3)C2)cc1F (stereo unspecified) the results were mcGAS MS inh 7.2.

Compounds shown so far that contain a thiophene ring, fused or not, in the order listed:
Cc1c(C(=O)N2CCN(c3ccccc3)CC2)sc2nc(CN3CCCCC3)[nH]c(=O)c12 was read as mcGAS MS inh 2.9.
`CCOc1ccc(-c2csc3c(=O)[nH]c(N4CCN(C5CCCCC5)CC4)nc23)cc1OCC` gave mcGAS MS inh -6.5.
Screening CCC(C)Cc1c(C)sc2nc(C3CC3)[nH]c(=O)c12 (stereo unspecified) returned mcGAS MS inh -15.6.
`Cc1c(C(=O)Nc2ccc(N(C)C)nc2)sc2cccc(F)c12` gave mcGAS MS inh 4.4.
Cc1cc(CN(C)c2ncnc3ccsc23)no1 was read as mcGAS MS inh 16.3.
Screening CC(=O)N1N=C(c2cccs2)OC1C(=O)Nc1cccc(C(N)=O)c1 (stereo unspecified) returned mcGAS MS inh 2.9.
Screening O=C(CCc1cc(Cl)cs1)NCCNC(=O)c1ccccc1 returned mcGAS MS inh -2.7.
`Cn1c(=O)c2c(ncn2CCCC(=O)Nc2ccnn2Cc2cccs2)n(C)c1=O` gave mcGAS MS inh -9.7.
For Cc1ccc(C=Nn2cnc3sc4c(c3c2=O)CCCC4)o1 the results were mcGAS MS inh -10.2.
For O=C(CSc1nc2sccc2c(=O)[nH]1)Nc1ccc2c(c1)CCC2 the results were mcGAS MS inh -5.8.
`COC(=O)c1cc(CN(C)Cc2cccc3ncccc23)cs1` gave mcGAS MS inh -10.4.
`Cc1cc(C=C(C#N)c2nc(-c3cccs3)cs2)c(C)n1C1CC1` gave mcGAS MS inh -8.1.
Cc1ccc(Sc2c(C)nn(S(=O)(=O)c3cccs3)c2C)cc1 was read as mcGAS MS inh -1.2.
